FAS TE block – FAS thioesterase (human) inhibition | 360,000 compounds, 0.67% hits | AID 602261 | inhibition, % at 15 µM | P49327 | recombinant FAS-TE, OMFH fluorogenic substrate, fluorescence endpoint;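 active means compounds whose normalised, plate-corrected inhibition of enzyme fluorescence in the single-dose primary screen is 50% or more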;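 further: 0% = DMSO with enzyme and 100% = substrate without enzyme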
Target sequence (P49327 whole entry, looked up): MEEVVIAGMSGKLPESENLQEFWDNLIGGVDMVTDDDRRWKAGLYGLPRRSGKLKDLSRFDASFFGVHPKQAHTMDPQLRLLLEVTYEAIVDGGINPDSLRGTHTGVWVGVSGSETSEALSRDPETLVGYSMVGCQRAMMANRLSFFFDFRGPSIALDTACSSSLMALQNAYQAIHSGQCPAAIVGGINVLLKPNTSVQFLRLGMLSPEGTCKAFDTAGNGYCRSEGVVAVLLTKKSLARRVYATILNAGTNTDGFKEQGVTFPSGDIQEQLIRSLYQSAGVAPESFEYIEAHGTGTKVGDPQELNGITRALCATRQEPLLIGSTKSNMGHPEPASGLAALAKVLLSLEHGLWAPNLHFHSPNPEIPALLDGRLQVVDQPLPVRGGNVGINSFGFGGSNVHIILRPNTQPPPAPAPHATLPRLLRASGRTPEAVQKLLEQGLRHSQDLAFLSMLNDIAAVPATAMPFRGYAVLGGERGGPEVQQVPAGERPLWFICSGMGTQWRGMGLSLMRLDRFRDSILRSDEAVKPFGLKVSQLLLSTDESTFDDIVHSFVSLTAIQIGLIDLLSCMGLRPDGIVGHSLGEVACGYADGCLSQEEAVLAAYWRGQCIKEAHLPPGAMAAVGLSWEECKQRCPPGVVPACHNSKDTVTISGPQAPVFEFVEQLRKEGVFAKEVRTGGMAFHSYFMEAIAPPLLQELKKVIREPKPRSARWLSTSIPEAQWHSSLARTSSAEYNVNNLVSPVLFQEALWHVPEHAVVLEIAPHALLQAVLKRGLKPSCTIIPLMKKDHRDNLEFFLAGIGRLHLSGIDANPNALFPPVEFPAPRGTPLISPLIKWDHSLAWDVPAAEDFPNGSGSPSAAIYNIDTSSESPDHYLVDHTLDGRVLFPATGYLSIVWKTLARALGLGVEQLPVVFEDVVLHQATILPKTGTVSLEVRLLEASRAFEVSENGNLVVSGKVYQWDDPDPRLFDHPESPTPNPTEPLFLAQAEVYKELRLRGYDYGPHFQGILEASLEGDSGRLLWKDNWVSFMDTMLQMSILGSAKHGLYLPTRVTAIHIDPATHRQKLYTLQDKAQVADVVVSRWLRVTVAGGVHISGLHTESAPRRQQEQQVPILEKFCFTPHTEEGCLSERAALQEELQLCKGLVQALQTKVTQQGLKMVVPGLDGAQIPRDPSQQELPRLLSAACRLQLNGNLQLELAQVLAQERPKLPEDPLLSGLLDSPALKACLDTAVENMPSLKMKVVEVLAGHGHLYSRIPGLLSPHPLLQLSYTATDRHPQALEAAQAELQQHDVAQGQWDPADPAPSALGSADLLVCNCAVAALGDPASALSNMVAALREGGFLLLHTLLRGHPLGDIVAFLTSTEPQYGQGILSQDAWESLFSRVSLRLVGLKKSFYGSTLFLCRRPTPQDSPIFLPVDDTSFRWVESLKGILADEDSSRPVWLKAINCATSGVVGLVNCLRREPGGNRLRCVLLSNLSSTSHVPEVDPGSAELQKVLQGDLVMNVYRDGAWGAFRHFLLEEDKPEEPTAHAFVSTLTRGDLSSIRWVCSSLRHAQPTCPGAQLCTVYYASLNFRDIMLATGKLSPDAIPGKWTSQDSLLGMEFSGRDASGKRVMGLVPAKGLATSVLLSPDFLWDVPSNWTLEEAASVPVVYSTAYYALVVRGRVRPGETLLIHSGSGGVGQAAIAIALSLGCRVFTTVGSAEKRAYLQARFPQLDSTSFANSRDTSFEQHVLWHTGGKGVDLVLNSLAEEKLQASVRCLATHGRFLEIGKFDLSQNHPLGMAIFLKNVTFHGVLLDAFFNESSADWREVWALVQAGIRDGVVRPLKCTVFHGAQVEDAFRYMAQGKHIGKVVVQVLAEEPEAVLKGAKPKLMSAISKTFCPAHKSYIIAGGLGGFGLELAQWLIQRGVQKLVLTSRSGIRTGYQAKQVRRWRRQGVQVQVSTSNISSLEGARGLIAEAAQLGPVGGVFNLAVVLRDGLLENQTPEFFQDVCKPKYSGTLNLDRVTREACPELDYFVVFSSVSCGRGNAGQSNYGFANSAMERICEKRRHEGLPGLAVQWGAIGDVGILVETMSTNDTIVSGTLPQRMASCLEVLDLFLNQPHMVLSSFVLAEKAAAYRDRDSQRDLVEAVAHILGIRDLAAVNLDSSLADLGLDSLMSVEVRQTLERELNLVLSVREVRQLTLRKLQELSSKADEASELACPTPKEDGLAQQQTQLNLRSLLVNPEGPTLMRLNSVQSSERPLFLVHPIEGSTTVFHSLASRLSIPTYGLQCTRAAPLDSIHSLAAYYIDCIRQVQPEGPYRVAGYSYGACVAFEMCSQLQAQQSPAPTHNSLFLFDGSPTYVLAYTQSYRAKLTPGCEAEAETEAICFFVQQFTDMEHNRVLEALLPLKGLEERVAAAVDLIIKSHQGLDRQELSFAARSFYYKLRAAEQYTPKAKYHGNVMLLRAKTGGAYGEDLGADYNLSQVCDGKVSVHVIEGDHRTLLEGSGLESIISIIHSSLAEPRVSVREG
Rin1 Abl inh – human Rin1-Abl interaction inhibition; P00519+Q13671; TR-FRET Rin1/Abl binding, biochemical; inhibition, % at 7.35 µM; AID 588664; 360,000 compounds, 0.4% hits; in the data active means inhibition above about 5%, passing the limit was not always enough
eLon inh – inhibits E. coli Lon protease. P0A9M0. purified E. coli Lon protease, fluorescence polarization. inhibition, % at 7.94 µM. 360,000 compounds, 0.42% hits. AID 602123; in the data active means inhibition above about 13%, passing the limit was not always enough;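 further: 0% = enzyme with probe and DMSO and 100% = no enzyme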
Neddyl block – cullin neddylation inhibition. TR-FRET cullin neddylation, biochemical. calls only at 25 µM. 360,000 compounds, 0.58% hits; in the data active means inhibition above about 36%
CSN deneddyl inh – CSN deneddylation inhibition; AID 651999; Purified CSN, SCF-Nedd8-OG deneddylation, fluorescence polarization; 360,000 compounds, 0.38% hits; inhibition, % at 12.5 µM; Q92905;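 active means pattern-corrected inhibition above about 35%, with an unprinted fluorescence ratio check between 0.5 and 1.5, limit read from the data, passing the limit was not always enough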;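 further: 0% = enzyme with substrate and 100% = substrate without enzyme; some results filed as inactive read as strong as hits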
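Assay system: HEK293T-derived human Csn5 enzyme; quantity: 0.24 nM enzyme; medium: Tris/NaCl/DTT buffer, pH 7.5; also added: substrate SCFSkp2-Nedd8OG, 10 nM; doses: 12.5 µM compound; schedule: 90 min reaction at room temperature; signal: FP; read-out: % inhibition of substrate cleavage by Csn5; benchmarks: substrate-only high control, full reaction low control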
MsrA inhibitor – inhibitors of bovine MsrA. purified bovine MsrA, absorbance read-out. inhibition, % at 15.5 µM. 360,000 compounds, 0.75% hits; in the data active means inhibition above about 4.5%;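 further: 0% = vehicle wells with enzyme and 100% = reference inhibitor wells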
MsrA act – activators of bovine methionine sulfoxide reductase A. purified bovine MsrA, absorbance read-out. activation, % at 10.6 µM. 360,000 compounds, 0.3% hits; in the data active means activation above about 7.5%;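 further: 0% = vehicle and 100% = reference activator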
MLLE-PAM2 inh – blocks PAM2 peptide binding to the PABP1 MLLE domain. P11940. GST-MLLE / FITC-PAM2 fluorescence polarization. inhibition, % at 20 µM. 360,000 compounds, 0.36% hits. AID 588489; in the data active means inhibition above about 35%, passing the limit was not always enough;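 further: plate controls were DMSO wells with GST-MLLE for no effect and wells lacking GST-MLLE protein for full effect; some results filed as inactive read as strong as hits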
Tb MetRS inh – Trypanosoma brucei MetRS inhibition. purified T. brucei MetRS, ATP depletion, Kinase-Glo luminescence. 360,000 compounds, 0.4% hits. AID 624268. inhibition, % at 11.9 µM;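 active means inhibition above a per-plate cutoff of the control wells' mean inhibition plus 3 SD, cut at about 5.5% in these data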;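 further: 0% = DMSO wells median and 100% = median of wells with control inhibitor compound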
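Material – parasite MetRS enzyme · Medium – HEPES-MgCl2-KCl buffer plus DTT, spermine, BSA, pyrophosphatase · Reagent – ATP, methionine and E. coli bulk tRNA substrates · Times – 15 min enzyme-compound preincubation, 2 h reaction, 10 min detection, 25 °C · Measured by – luminescence of leftover ATP · Evaluation – percent inhibition relative to median high and low control wells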
The depositor's hits bear a star; i = inactive; + = active, no number.

SMILES	FAS TE block	Rin1 Abl inh	eLon inh	Neddyl block	CSN deneddyl inh	MsrA inhibitor	MsrA act	MLLE-PAM2 inh	Tb MetRS inh
COc1ccccc1C(C#N)N1N=C(C)CC1(C)C (centres undefined)	-13	1	1	i	4	-1.4	-3	5	-0.4
CCOC(=O)c1c(C)n(C)c2ccc(O)c(CN3CCN(C)CC3)c12	-6	1	1	i	-3	0.5	-6	7	-0.9
CCC(C)(C)C1CCc2nc3ccccc3c(C(=O)OC(C)C(=O)Nc3c(C)n(C)n(-c4ccccc4)c3=O)c2C1 (centres undefined)	38	-3	4	i	-11	0.6	0	-4	0.0
CN(C)c1nc(=NCc2cccs2)ss1	2	0	-2	i	-3	1.6	2	34	0.6
CN(C)/C=C/c1c(C#N)c(=O)ncn1Cc1ccccc1	-8	0	-5	i	2	1.3	-3	-4	0.1
C[C@H]1CN=C(N(C)C)N1CCc1ccc(F)cc1	-6	2	-8	i	3	0.1	0	1	-0.2
COc1ccc(/C=C/C(=O)O/N=C(\N)c2cccnc2)cc1OC	-4	-3	4	i	2	2.1	-4	12	-1.2
COc1ccc(NC(C)C(=O)N/N=C/c2cc(Br)ccc2OC)cc1 (centres undefined)	5	1	10	i	-6	2.1	-6	17	-0.4
O=C(COC(=O)c1ccccc1OCc1ccccc1Cl)NC1CCS(=O)(=O)C1 (centres undefined)	2	5	-9	i	2	-0.6	-4	25	-0.1
COc1ccc(S(=O)(=O)N2CCN(C(c3ccccc3)c3ccccc3)CC2)cc1NC(C)=O	1	1	-5	i	5	-0.5	-4	-11	0.3
CCCc1noc2c1/C(=N\O)CCC2	-1	-5	15	i	3	-1.1	-2	7	-0.4
O=C(O)c1ccc(N/N=C/C2=C(N3CCOCC3)C(=C\c3ccccc3)/CC2)cc1	17	2	-18	i	11	2.0	-10	-110	0.0
COC(=O)C1=C(C)N(CCCC(=O)O)C(=O)NC1c1ccc(Br)cc1 (centres undefined)	-7	-3	-7	i	1	-1.2	1	-8	-0.2
Cc1ccc(C)c(S(=O)(=O)N2CCCCC2CCNC(=O)C(=O)NCCc2ccco2)c1 (centres undefined)	17	2	0	i	-3	0.7	-4	4	-0.5
Nc1nc(NCCO)nc(NC2CCCCC2)c1[N+](=O)[O-]	-1	6	43*	i	-3	4.0	-6	2	-1.3

Four entries from above in another layout:
> COc1ccc(S(=O)(=O)N2CCN(C(c3ccccc3)c3ccccc3)CC2)cc1NC(C)=O
  FAS TE block: 1; Rin1 Abl inh: 1; eLon inh: -5; Neddyl block: i; CSN deneddyl inh: 5; MsrA inhibitor: -0.5; MsrA act: -4; MLLE-PAM2 inh: -11; Tb MetRS inh: 0.3

> CCCc1noc2c1/C(=N\O)CCC2
  FAS TE block: -1; Rin1 Abl inh: -5; eLon inh: 15; Neddyl block: i; CSN deneddyl inh: 3; MsrA inhibitor: -1.1; MsrA act: -2; MLLE-PAM2 inh: 7; Tb MetRS inh: -0.4

> O=C(O)c1ccc(N/N=C/C2=C(N3CCOCC3)C(=C\c3ccccc3)/CC2)cc1
  FAS TE block: 17; Rin1 Abl inh: 2; eLon inh: -18; Neddyl block: i; CSN deneddyl inh: 11; MsrA inhibitor: 2.0; MsrA act: -10; MLLE-PAM2 inh: -110; Tb MetRS inh: 0.0

> COC(=O)C1=C(C)N(CCCC(=O)O)C(=O)NC1c1ccc(Br)cc1 (centres undefined)
  FAS TE block: -7; Rin1 Abl inh: -3; eLon inh: -7; Neddyl block: i; CSN deneddyl inh: 1; MsrA inhibitor: -1.2; MsrA act: 1; MLLE-PAM2 inh: -8; Tb MetRS inh: -0.2

More records
SMILES	FAS TE block	Rin1 Abl inh	eLon inh	Neddyl block	CSN deneddyl inh	MsrA inhibitor	MsrA act	MLLE-PAM2 inh	Tb MetRS inh
Cc1nc2sc(C)c(C)c2c(=O)[nH]1	-5	-1	-10	i	2	2.1	-2	6	-0.6
COc1cccc(NC(=O)CN2C(=O)CSc3ccc(S(=O)(=O)N4CCC(C)CC4)cc32)c1	65*	-1	-8	i	2	-0.4	-1	-8	0.4
Cc1ccc(C)c(S(=O)(=O)N2CCN(C(=O)CCc3c[nH]c4ccccc34)CC2)c1	8	2	-6	i	1	-0.5	-3	4	-0.1
O=C(NNC(=O)c1ccc([N+](=O)[O-])cc1)c1ccc(Br)cc1	11	2	3	i	2	2.2	-6	13	-0.5
Cc1cccc(C(=O)NNC(=O)/C=C/C(=O)O)c1	-12	2	-11	i	7	-0.6	-9	-11	-0.8
CC(=O)N1CCC(C(=O)N2CCN(S(=O)(=O)c3ccc(Cl)s3)CC2)CC1	3	-3	6	i	3	-0.6	-5	-3	-0.2
CCOc1ccc(OCC)c(N=c2oc3c(C)ncc(CO)c3cc2C(N)=O)c1	-4	-2	16	i	3	0.2	2	10	0.0
CCCCNC(=O)C1CCN(S(=O)(=O)c2c(C)noc2/C=C\c2ccc(OC)cc2)CC1	8	-2	-1	i	-2	1.9	0	16	-1.0
CCN(CC)c1ccc2cc(C(=O)NNC(=O)c3ccc(S(=O)(=O)N4CCCCC4)cc3)c(=O)oc2c1	-89	4.7*	-51	i	17	-0.8	-10	109	-1.8
CCn1c(C)nnc1SCC(=O)Nc1ccc(OC)cc1	-8	-1	1	i	0	2.2	-3	17	-0.1
CC(=O)N(c1ccccc1)C(C)c1nc(C#N)c(C#N)nc1C (centres undefined)	-5	-1	-6	i	-2	-0.1	-2	-7	-1.1
CCCOc1ccc(/C=C2\SC(N)=NC2=O)cc1OC	-6	-5	-11	i	9	1.7	-4	-26	1.0
Cc1ccccc1/C=C/c1nc2ccccc2c(=O)n1Cc1ccccc1	0	2	6	i	-11	0.2	-3	-4	-0.4
O=C(CCCc1ccccc1)Nc1ccnn1C1CCN(Cc2ccc(CO)o2)CC1	-8	-3	5	i	1	-0.2	-10	2	-0.6
CC(C)N1C2OC(C3OC4C(O3)N(C(C)C)S(=O)(=O)N4C(C)C)OC2N(C(C)C)S1(=O)=O (centres undefined)	-7	-7	-15	i	-3	0.0	-2	6	-0.9
CC1Cc2ccccc2N1C(=O)COc1ccc2c(c1)OCO2 (centres undefined)	-2	0	0	i	1	0.7	-8	-13	-0.1
CC(=O)c1c(C(C)=O)c(C)n(NC(=O)c2cccnc2)c1C	-15	2	-3	i	5	2.5	-10	-7	-0.6
COc1cccc(CN(C)CC(=O)Nc2cccc(S(N)(=O)=O)c2)c1OC	-10	-4	-12	i	-6	2.0	-3	3	-0.3
Cc1cccc(C(=O)NC2CCN(C(=O)N3CCOCC3)CC2)c1	-6	3	-2	i	-6	1.9	-3	1	-0.8
COc1ccccc1Nc1nc(-c2sc(NC(=O)c3ccco3)nc2C)cs1	8	0	-30	i	14	1.5	-4	-39	-0.3
Fc1ccc(OCc2nn3cnnc3s2)cc1	-2	-2	-3	i	3	0.3	-2	19	-0.8
CCn1cc(C(=O)NCc2ccccc2OC)c(=O)c2cc(S(=O)(=O)N(C)C)ccc21	16	1	5	i	2	-0.9	-9	-3	2.3
CN(C(=O)COC(=O)CNC(=O)c1cccs1)c1c(N)n(Cc2ccccc2)c(=O)[nH]c1=O	-7	1	-17	i	-1	-0.6	-1	-2	0.1
CC1=C(CC(=O)O)c2cc(F)ccc2C1=Cc1ccc(S(C)(=O)=O)cc1	-3	0	-6	i	-7	-0.2	0	-12	-0.4
C=CCn1c(C(C)NC(=O)COC)nc2ccccc21 (centres undefined)	-6	-2	-6	i	-5	-1.3	7	8	0.2
COC(=O)COC(=O)c1ccc(O)cc1	-8	3	-3	i	1	0.3	3	4	-0.8
CC(/C=C/c1ccccc1)=N\NC(N)=S	-6	-1	-1	i	5	6.0*	-5	0	-0.6
COc1ccc(Nc2c(C)cccc2C)cc1	14	2	-13	i	-1	-1.5	-1	-5	0.0
O=C(O)CN1C(=O)Nc2ccc(Br)cc2C1c1ccccc1 (centres undefined)	-18	4	2	i	-4	0.6	-1	-4	-0.7
COc1cccc(-c2nn(-c3ccc(C)cc3)cc2C(=O)NCC(c2cccs2)N2CCOCC2)c1 (centres undefined)	23	4	1	i	0	0.8	-3	-11	-0.3
COc1ccc2c(c1)c(=O)oc1c(C)c(OC(C)C(=O)N[C@@H](Cc3c[nH]c4ccc(O)cc34)C(=O)O)ccc12 (some centres undefined)	-5	-2	0	+	5	1.4	-9	2	-1.5
COc1ccc(C(=O)Nc2ccc3[nH]c(-c4cccc(OC)c4)cc(=O)c3c2)cc1	-8	4	-11	i	-3	-0.1	-11	-19	-0.6
CN1C(=O)c2ccc(C(=O)NCc3ccc4c(c3)OCO4)cc2C1=O	41	1	-17	i	-14	-0.8	-10	11	-0.9
Cc1cc(C)nc(N2N=C(c3ccccc3)CC2=O)n1	-3	0	4	i	-8	0.8	-1	19	-0.8
O=C(Nc1ccc(NC(=O)c2ccccc2Br)cc1)c1ccccc1	0	-1	1	i	-2	1.6	0	13	-0.9
O=C(COc1ccccc1Br)N1CCNC1=O	-5	1	-8	i	0	-0.6	-2	-6	-0.1
Cc1ccc2c(n1)sc1c(-c3ccccc3)c(C#N)c(N)nc12	12	2	-5	i	10	-0.5	-2	9	-0.2
Cc1ccsc1C(=O)NCC(=O)OCc1ccccc1	-1	1	0	i	-6	-1.8	-7	11	-0.1
COC(=O)c1cc(NC(=O)CN2C(=O)C(=O)N(C3CCCC3)C2=O)cc(C(=O)OC)c1	-7	1	-12	i	5	1.6	-1	-9	-0.2
CCc1cc(C(c2ccc(OC)c(OC)c2)N2CCOCC2)c(NC(=O)c2ccccc2)s1 (centres undefined)	29	0	-1	+	0	-0.3	-14	3	-1.7
CN(CCC#N)C(=O)COC(=O)c1cccnc1Nc1ccccc1F	-3	7	0	i	-5	0.8	-3	-15	-0.1
CC1(C(=O)NCc2ccccn2)C=CCN1C(=O)c1ccccc1 (centres undefined)	-5	3	-14	i	108	1.0	-2	-4	-0.2
c1ccc(CN2CCOCCOCCOCC2)cc1	-3	0	-1	i	-1	-1.4	-3	14	-0.6
O=C(CSCc1ccccc1)Nc1ccc(S(=O)(=O)Nc2ncccn2)cc1	-5	5	-7	i	2	0.5	-9	30	-0.8
Cc1cc(C)nc(N2CCC(C(=O)NCc3ccco3)CC2)n1	-6	1	-4	i	-3	0.3	1	0	-0.4
O=C(NCCCN1CCOCC1)C(=O)NCc1ccccc1	-6	-1	-3	i	5	1.0	-4	-5	-0.7
Nc1nnc(-c2ccccc2Cl)s1	-5	-3	0	i	-5	1.1	-2	24	-0.5
O=C1c2ccccc2C(=O)C1c1ccc(Cl)cc1	-3	-4	0	i	-2	-0.5	-4	3	-0.1
CCN(c1ccccc1)S(=O)(=O)c1cccc(C(=O)NCC(c2cccs2)N2CCOCC2)c1 (centres undefined)	6	2	-61	i	0	0.1	-10	4	-0.8
Cc1ccc(NC(=O)NNC(=O)Cn2nc(-c3ccccc3)c(-c3ccccc3)c(C#N)c2=O)cc1	68*	6	-8	i	-4	1.6	-2	7	-1.1
CCNC(=O)c1cccc(NC(=O)C2CC(=O)N(CCc3ccccc3)C2)c1 (centres undefined)	-7	1	2	i	-3	0.3	0	-48	-0.3
CC(C)c1nn2c(=O)cc(O)nc2s1	-13	2	8	i	-2	-1.7	-4	13	0.2
Cc1ccc(S(=O)(=O)N2CCN(c3ccccc3)CC2)cc1	15	3	1	i	-8	-1.0	-7	0	-1.2
CCn1c(=O)cc(SCC(=O)Nc2ccc(C)cn2)c2ccccc21	1	-72	2	i	0	-0.7	1	-4	0.2
COc1cc(NC(=O)Nc2nc(C(N)C3CCCCC3)cs2)cc(OC)c1OC (centres undefined)	-8	-2	-12	i	4	0.9	-3	-4	0.3
